CHX counter – counter-screen for Shiga toxin inhibitors: cycloheximide protein synthesis inhibition | cell reporter, cycloheximide protein synthesis inhibition counterscreen | max response, % | hit rate 12% among 300,000 | AID 2314; in the data active = max response mostly above about 13%, no sharp cut-off; inactive = mostly below about 14%; also: read at 38.3 µM for the half of the compounds with a filed dose; 0% is about no effect
Shiga inhibitor – inhibitors of Shiga toxin in Vero cells; inhibition, % at 38.7 µM; hit rate 9.2% among 290,000; Vero cells, Shiga toxin protein synthesis inhibition reporter; in the data active = inhibition mostly above about 28%, no sharp cut-off; inactive = mostly below about 43%; also: 0% is about no effect
Pf growth 48h – inhibits P. falciparum growth in the first generation, 48 h | P. falciparum luciferase growth in erythrocytes, 48 h | Potency, µM (doses to about 28.7 µM), for inactives: top-dose activity change, negative = inhibition, actives largely listed as inhibitors | hit rate 5.9% among 310,000; also: potency is read from the fitted curve at half-maximal effect; % is scaled to controls: 0 for no effect and ±100 for the full control effect
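Cell-based growth assay: transgenic P. falciparum expressing firefly luciferase, cultured in red cells within RPMI 1640 containing 0.5% w/v Albumax, 24 mM bicarbonate and gentamycin. A drop in luciferase activity indicates inhibition.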
Sm TGR inh – S. mansoni TGR enzyme inhibition; purified TGR, DTNB reduction, TNB absorbance 405 nm; Potency, µM (titrated, usually from 114 µM), for inactives: at the top dose activity change, negative = inhibition, hits mostly inhibitors; hit rate 3% among 360,000; Q962Y6; also: potency is read from the fitted curve at half-maximal effect; % is scaled to controls: 0 for no effect and ±100 for the full control effect; nearly all actives have a fitted effect of over 60% in size
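First, TGR (20 nM dispensed) and NADPH were mixed with compound. Second, a 15 min room-temperature incubation followed. Third, further NADPH and then DTNB were added to start the reaction. Finally, TNB absorbance was monitored kinetically.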
Giardia FBPA inh – Giardia lamblia aldolase inhibition; A8B2U2; purified Giardia FBPA; Potency, µM (titrated, usually from 59.6 µM), without a hit: at the top dose activity, negative = inhibition, hits mostly inhibitors; hit rate 0.71% among 290,000; AID 2451; also: potency is read from the fitted curve at half-maximal effect; % is scaled to controls: 0 for no effect and ±100 for the full control effect; nearly all actives have a fitted effect of over 55% in size
Target sequence (A8B2U2 whole entry, looked up): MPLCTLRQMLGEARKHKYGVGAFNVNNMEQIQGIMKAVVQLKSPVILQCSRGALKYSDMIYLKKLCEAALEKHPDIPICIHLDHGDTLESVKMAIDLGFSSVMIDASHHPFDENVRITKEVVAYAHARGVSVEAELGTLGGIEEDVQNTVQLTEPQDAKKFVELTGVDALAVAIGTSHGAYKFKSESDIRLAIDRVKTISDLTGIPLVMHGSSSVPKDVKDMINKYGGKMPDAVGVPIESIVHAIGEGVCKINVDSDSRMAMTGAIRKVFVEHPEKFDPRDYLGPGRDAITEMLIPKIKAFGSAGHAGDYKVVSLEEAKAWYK
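Giardia FBPA (40 nM reagent) was preincubated 10 min at RT with compound (up to 57.5 uM final), then substrate plus GAPDH/TPI/NAD/arsenate coupling system with diaphorase/resazurin was added; resorufin fluorescence (525/598 nm) was read after 20 min.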
Pf growth 96h – P. falciparum growth inhibition at 96 hours. P. falciparum luciferase reporter growth, 96 h. Potency, µM (highest dose often 28.7 µM), for inactives: top-dose activity change, negative = inhibition, usual class: inhibitors. hit rate 6.9% among 320,000. AID 504834; also: potency is read from the fitted curve at half-maximal effect; % is scaled to controls: 0 for no effect and ±100 for the full control effect
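Two parasite generations (96 h, 37 C, 5% CO2) of compound exposure in infected erythrocytes (0.05% parasitemia, 2% hematocrit). Luciferase-reporter P. falciparum; decreased luminescence indicates inhibited growth, aimed at apicoplast-acting delayed death.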
* marks the source's active call; other numbers are inactive results; ? = inconclusive; · = not tested or not shown; & = joins results of further samples; [ ] = dose if it differs, or a comment. Unless noted, calls follow the shape of the dose curve; as a rule, active = well fitted curve in the direction sought with a large enough effect; inconclusive = small, poorly fitted or top-dose-only effect, or another doubt; inactive = no such curve, though single readings can be large; an effect the other way counts as inactive or inconclusive.

(1) COc1ccc(C(=O)NCc2ncccc2C)cc1OC1CCN(C(C)=O)CC1
(2) COc1ccc(CNC(=O)COC(=O)c2n[nH]c3ccccc23)cc1
(3) Cc1ccc(S(=O)(=O)NCCNC(=O)CN2CCOCC2)cc1
(4) Cc1cc(NS(=O)(=O)c2ccc(NC(=O)c3cc4c(=O)n5ccccc5nc4s3)cc2)nc(C)n1
(5) CC12CN(C(=O)c3ccco3)CC(c3ccccc3)(CN(C(=O)c3ccco3)C1)C2=O
screen / no.,1,2,3,4,5
CHX counter,0,-1,-4,-4,4
Shiga inhibitor,-11,-13,-15,32,10
Pf growth 48h,-5%,2%,12%,2%,-21%
Sm TGR inh,0%,-21%,1%,2%,?
Giardia FBPA inh,7%,0%,-8%,-2%,2%
Pf growth 96h,23%,-15%,40%[activator],29%,26%

(6) COc1ccc2[nH]cc(S(=O)(=O)c3ccc(C)cc3)c2c1
(7) COc1ccc(C(C)(C)C)cc1NC(=O)c1c(C)noc1C
(8) Nc1c(-c2ccccn2)cnn1-c1nc(-c2ccc(F)cc2)cs1
(9) CCc1ccc(-c2cc3c(=O)n(CC(=O)NCCCN4CCN(CC)CC4)nc(C)n3n2)cc1
(10) O=C1CCCCCC1C1(O)C(=O)Nc2ccc(Br)cc21 (stereo unspecified)
screen / no.,6,7,8,9,10
CHX counter,-3,-1,44*,11,-1
Shiga inhibitor,-3,-13,54,3,-26
Pf growth 48h,10%,-4%,55%[activator],?,-8%
Sm TGR inh,2%,0%,7%,-28%,4%
Giardia FBPA inh,-6%,0%,0%,-2%,·
Pf growth 96h,-13%,4%,125%[activator],-22%,-8%

(11) CCS(=O)(=O)c1ccc2oc(Nc3ccc(OC)c(OC)c3)nc2c1
(12) COc1cc(C)c(S(=O)(=O)N2CCCC2)cc1C(C)C
(13) O=C1OCc2ccc(NC(=O)C3CC3)cc21
(14) Cc1cccnc1NC(=O)C1c2ccccc2Oc2ccccc21
(15) NS(=O)(=O)c1ccc(N2CCCC2=O)c([N+](=O)[O-])c1
screen / no.,11,12,13,14,15
CHX counter,17,-2,3,2,-3
Shiga inhibitor,16,2,16,10,-4
Pf growth 48h,-7%,6%,49%[activator],?,-23%
Sm TGR inh,-13%,0%,-9%,3%,-4%
Giardia FBPA inh,-10%,-1%,2%,8%,-4%
Pf growth 96h,-7%,15%[5.75 µM],-18%,?,19%

(16) Cc1cc(C)cc(N(CC(=O)NC2CCC(C)CC2)S(=O)(=O)c2c(C)[nH]c(=O)[nH]c2=O)c1 (stereo unspecified)
(17) CCOC(=O)N1CCC(NS(=O)(=O)c2cc3c(cc2C)NC(=O)CO3)CC1
(18) CC1(C)CC(=O)C(C=Nc2ccc3c(c2)OCO3)=C(O)C1
(19) O=C1C=C(NCc2ccco2)C2(CCCCC2)O1
(20) N#C/C=C/C(=C\Nc1ccc(Cl)cc1)S(=O)(=O)c1ccccc1
screen / no.,16,17,18,19,20
CHX counter,-1,-2,39*,-2,-2
Shiga inhibitor,-15,-12,81*,6,4
Pf growth 48h,?,-1%,5%,5%,-21%[0.00184 µM]
Sm TGR inh,5%,?,-13%,4%,?
Giardia FBPA inh,0%,5%,0%,0%,7%
Pf growth 96h,?,-2%,·,·,-20%

(21) O=C(Cc1ccccc1)NCC(=O)OCC(=O)c1ccc(OC(=O)c2ccccc2)cc1
(22) Cc1cccc(NC(=O)CSc2nc3ccccc3c3nc(CCc4c(C)n[nH]c4C)nn23)c1
(23) CCOC(=O)C1(CCOc2ccccc2)CCN(Cc2ccc(OC)c(COC)c2)CC1
(24) Cc1cc(C)cc(N2CCCC2=O)c1
(25) Cc1ccc(Oc2ccc(-c3nc(N)nc(N)n3)cc2)cc1
screen / no.,21,22,23,24,25
CHX counter,1,-1,-1,-6,12*
Shiga inhibitor,-8,-18,·,14,29
Pf growth 48h,-6%,7.4µM*,0%,1%,82%[activator]
Sm TGR inh,2%,-1%&-10%,-1%,-8%,6%
Giardia FBPA inh,0%,·,1%,-3%,2%
Pf growth 96h,45%,19%,-162%,-7%,-6%

(26) Cc1ccc(CN2CCC(C(=O)Nc3ccc(Oc4cccnc4)cc3)CC2)cc1
(27) CS(=O)(=O)N1CCc2cc(NC(=O)c3ccc(Cl)cc3Cl)ccc21
(28) CCOC(=O)C1CCN(S(=O)(=O)c2ccc(-n3cnnn3)c(C)c2)CC1
(29) COc1ccc([C@H]2CC(=O)C=C(c3cc4ccccc4c4ccccc34)C2)cc1
(30) CCN1C(=O)CSc2ccc(C(=O)NCc3ccc(OC)cc3)cc21
screen / no.,26,27,28,29,30
CHX counter,2,21*,-2,·,-3
Shiga inhibitor,-7,44,2,·,-15
Pf growth 48h,10µM*,-5%,-9%,7%,·
Sm TGR inh,5%,1%,-7%,-4%,0%
Giardia FBPA inh,8%,-8%,-3%,·,0%
Pf growth 96h,-21%,-27%,?,?,2%

(31) COc1ccc(CCNC(=O)NC(C(F)(F)F)C(F)(F)F)cc1OC
(32) O=C(Cc1ccc(S(=O)(=O)N2CCOCC2)s1)NNC(=O)c1ccccc1Cl
(33) COc1ccc(CN=C(N)N=C(N)N)cc1Cl
(34) CN(c1ncc(C(F)(F)F)cc1Cl)N1C(=O)C2ONC3(C(=O)CC(C)(C)CC3=O)C2C1=O (stereo unspecified)
(35) COc1ccc(-c2oc3ncnc(NCCCN4CCOCC4)c3c2-c2ccc(OC)cc2)cc1
screen / no.,31,32,33,34,35
CHX counter,-4,·,-1,-6,2
Shiga inhibitor,-3,·,-14,-8,-4
Pf growth 48h,-6%,-14%,?,1%,5.2µM*
Sm TGR inh,-12%,-14%,4%,0%,1%
Giardia FBPA inh,0%,·,0%,0%,1%
Pf growth 96h,1%,?,24%,-19%,82%[activator]

(36) Nn1c(SCC(=O)Nc2ccccc2Br)nnc1-c1ccco1
(37) CCCCOc1ccc(C(=O)NCCc2cccs2)cc1
(38) O=C(NCC1COc2ccccc2O1)C1CCN(S(=O)(=O)c2ccc(Cl)cc2)CC1 (stereo unspecified)
(39) O=C(COC(=O)COc1ccc(Cl)cc1)NC1CCCCC1
(40) CC1(C)CC(=O)C(/C=N/n2c(C(F)(F)F)nc3ccccc3c2=O)=C(O)C1
screen / no.,36,37,38,39,40
CHX counter,-8,43*,·,-6,-3
Shiga inhibitor,-14,123*,·,-3,-4
Pf growth 48h,-10%,403%[activator],?,1%,·
Sm TGR inh,-2%,-30%,-7%,-12%,4%
Giardia FBPA inh,2%,14%,·,4%,-7%
Pf growth 96h,-5%,?,?,39%[activator],-11%

(41) O=C(Nc1ccc(NC(=O)c2ccco2)cc1)c1ccc2c(c1)OCO2
(42) CCC(=O)NC1=C(C#N)C2(CCCC2)Cc2ccccc21
(43) CCN(CC(=O)Nc1ccccc1C(F)(F)F)C(=O)CCOc1ccc(C)cc1
(44) CCOC(=O)N1CCN(C(=O)c2cn(C)c(=O)c3c2c2ccccc2n3C)CC1
(45) c1cnc(SCCOc2cccc3ccccc23)nc1
screen / no.,41,42,43,44,45
CHX counter,1,-3,·,-1,52*
Shiga inhibitor,12,-11,·,13,79*
Pf growth 48h,·,-3%,18%,?,·
Sm TGR inh,-21%,1%,-1%,0%,-2%
Giardia FBPA inh,1%,-2%,·,?,0%
Pf growth 96h,-16%,-9%,1%,·,46%[activator]

(46) N#CC1=C(N)OC2=C(C(=O)CCC2)C1c1ccoc1 (stereo unspecified)
(47) CCN(C(=O)CSc1nnc(Nc2cccc(C)c2C)s1)C1CCS(=O)(=O)C1 (stereo unspecified)
(48) CCOC(=O)c1c(S(=O)(=O)NCC(=O)Nc2cccc(C)c2)c(C)n(C)c1C
(49) O=C(COc1cccc2c1CCN(Cc1ccccc1F)C2=O)N1CCCCC1
(50) CCN(CCCNC(=O)CCn1c(=O)[nH]c2ccsc2c1=O)c1ccccc1
screen / no.,46,47,48,49,50
CHX counter,4,-4,-5,1,1
Shiga inhibitor,-6,-7,-10,14,-5
Pf growth 48h,9%,8.3µM*,-25%,?,19%
Sm TGR inh,?,1%,18%,89µM*,11%
Giardia FBPA inh,-14%,2%,·,4%,-8%
Pf growth 96h,19%,-102%,4.1µM*,?,?

(51) O=C(Cn1cnc2c(nnn2Cc2ccc(F)cc2)c1=O)Nc1cccc(F)c1
(52) Cc1nc2cc(Cl)ccc2n1CCO
(53) Cc1ccccc1C(=O)NC1CCN(C(=O)NC2CCCCC2)CC1
(54) Cc1cc(=O)oc2cc(OCC(=O)NCCCN3CCOCC3)c(Cl)cc12
(55) CC(CCc1ccccc1)NC(=O)c1cc2sccc2n1C (stereo unspecified)
screen / no.,51,52,53,54,55
CHX counter,-3,-2,2,-1,21*
Shiga inhibitor,-2,-5,-7,3,37
Pf growth 48h,-16%,-2%,9%,-14%,-6%
Sm TGR inh,3%,-2%,-3%,7%,-3%
Giardia FBPA inh,4%,1%,-7%,-2%,-17%
Pf growth 96h,31%[1.15 µM],·,25%,7%,34%[activator]

(56) Cc1ccc2nc(SCC(=O)c3ccc4c(c3)OCO4)[nH]c2c1
(57) O=c1cc(CN2CCN(S(=O)(=O)c3ccccc3)CC2)nc2sccn12
(58) CCCC(C(=O)Nc1ccc(S(=O)(=O)Nc2nccs2)cc1)c1ccccc1 (stereo unspecified)
(59) CN(C(=O)CSc1nc(-c2ccc(C(C)(C)C)cc2)c(C#N)c(=O)[nH]1)C1CCCCC1
(60) CCN(CC)S(=O)(=O)c1ccc(OC)c(NC(=O)Cc2cccs2)c1
screen / no.,56,57,58,59,60
CHX counter,-3,7,·,-2,32*
Shiga inhibitor,-12,-13,·,-6,-11
Pf growth 48h,?,11%,0%,-6%,-4%
Sm TGR inh,-4%,6%,4%,-9%,-1%
Giardia FBPA inh,-18%,-7%,·,3%,-7%
Pf growth 96h,?,?,0%,27%,20%

(61) Nc1c(C(=O)Nc2ccc(S(=O)(=O)N3CCCC3)cc2)sc2nc3ccc(OC(F)(F)F)cc3cc12
(62) COc1ccc(Cn2cccc(NC(=O)Nc3ccc(F)cc3)c2=O)cc1
(63) O=C1CC(c2ccccc2)CN1S(=O)(=O)c1ccccc1 (stereo unspecified)
(64) O=C(C1=C(O)C(=O)N(CCCN2CCOCC2)C1c1ccccn1)c1cc2ccccc2o1 (stereo unspecified)
(65) Oc1ccccc1OCc1nc2ccccc2s1
screen / no.,61,62,63,64,65
CHX counter,7,2,-2,-4,35*
Shiga inhibitor,3,-1,-8,10,143*
Pf growth 48h,10µM*,0%,·,12%,156%[activator]
Sm TGR inh,-4%,-24%,-10%,-32%,9%
Giardia FBPA inh,4%,?,-1%,6%,-10%
Pf growth 96h,200%[activator],418%[activator],-4%,20%,9%

(66) CCOc1ccc(CCNC(=O)CCS(=O)(=O)c2ccc(C)cc2)cc1OCC
(67) O=C(Nc1ncc(Cc2ccc(SC(F)F)cc2)s1)c1ccccc1
(68) CS(=O)(=O)CCC(C(=O)n1nnc2ccccc21)N1C(=O)c2ccccc2C1=O (stereo unspecified)
(69) Cc1nc(-c2ccc(C(=O)O)cc2)cs1
(70) CCOc1ccc(-c2nc(CS(=O)(=O)CC(=O)NCc3ccc(F)cc3)c(C)o2)cc1
screen / no.,66,67,68,69,70
CHX counter,-1,-3,-2,1,12*
Shiga inhibitor,12,11,-23,15,20*
Pf growth 48h,11%[0.00184 µM],-9%,1%,13%,-5%
Sm TGR inh,32µM*,-2%,0%,-1%,-3%
Giardia FBPA inh,3%,2%,1%,26%,4%
Pf growth 96h,-17%,?,?,13%,-21%
